# SKKanGAS inh = SKKanGAS growth inhibition; S. pyogenes SKKanGAS, kanamycin growth, BacTiter-Glo, 6 h; inhibition, % at 7.5 µM; AID 1662; 300,000 tested, 1.3% active;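 active means mean replicate score, as percent of positive control median, at least 50; inconclusive means mean below 50 but one replicate at or above 50; inactive means mean and every replicate below 50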;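 further: strain carries kanamycin resistance gene driven by streptokinase promoter and grows in 40 µg/ml kanamycin; loss of luminescence reflects streptokinase promoter inhibition or plain growth inhibition; 0% = median of DMSO wells and 100% = positive control at its reference dose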
# KLF5 inh = inhibitors of KLF5 expression; DLD-1 KLF5 promoter-luciferase reporter, luminescence; inhibition, % at 5 µM; 290,000 tested, 0.23% active; AID 1700;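 active means inhibition above a per-plate limit of that plate's mean compound inhibition plus 3 SD, cut at about 60% in these data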;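 further: 0% = DMSO wells and 100% = LY294002 at 200 µM; higher means less KLF5 promoter-driven luciferase light; inactives centre near -14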
# HSF1 inh = HSF1 inhibition; NIH3T3-HGL HSE-luciferase, MG132-induced, luminescence 8 h; active compounds read low; activity change, negative = inhibition, % at 7.5 µM (by protocol); 300,000 tested, 0.77% active; AID 2098;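 active means more than half of replicate wells show activity change below -50%, luminescence cut by over half; inconclusive means some wells, but at most half, below -50%; inactive means no replicate well below -50%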;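 further: luciferase reports HSF-1 transcriptional activity via heat shock element; 0% = median of DMSO wells and -100% = zero luminescence signal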
# Platelet DG rel = platelet dense granule release activity; 300,000 tested, 0.22% active; inhibition, %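 (compounds screened at 7.5 µM in platelet-rich plasma)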; human platelet-rich plasma, SFLLRN dense granule ATP release, luminescence; AID 1663;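 active means mean replicate score, as percent of positive control, at or above 50; inconclusive means mean below 50 but at least one replicate at or above 50; inactive means mean and every replicate below 50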
# HIF act = HIF pathway transcriptional activation; U2OS HRE-luciferase reporter, luminescence; normalized: DMSO 0%, desferrioxamine 100%; 300,000 tested, 0.32% active; activation, % at 7.5 µM (by protocol);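 active means mean activation of at least 10% of the iron chelator positive control signal, with at least half of replicates also reaching 10%; inconclusive means mean and replicate majority disagree about reaching 10%; inactive means mean and most replicates under 10%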
# HSP90 refold inh = HSP90 refolding inhibition in rabbit reticulocyte lysate; luciferase refolding luminescence, 3 h; inhibition, % at 5.6 µM; 290,000 tested, 0.91% active; AID 1789;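 active means inhibition above the screen-wide mean plus 3 SD, computed separately per campaign, cut at about 16% in these data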;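 further: 0% = DMSO wells and 100% = 60 µM geldanamycin wells; inhibitors lower the luminescence because luciferase stays unfolded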
# HSF-1 act = increases HSF-1 driven luciferase reporter signal; 300,000 tested, 1.7% active; AID 504408; activation, % at 9 µM; NIH3T3-HGL HSF-1 luciferase reporter, MG132, 8 h; 100% = twice DMSO control signal;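 active means mean replicate activation of at least 50% with a set share of replicates each reaching 50%; inconclusive means only one of those two conditions met; inactive means mean below 50% and too few replicates reaching it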;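 further: 0% = median of the neutral control wells and 100% = twice that signal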
# IEC-6 cytotox = kills IEC-6 intestinal cells in KLF5 counter-screen | 290,000 tested, 0.78% active | IEC-6 cytotoxicity, luminescence viability | inhibition, % at 5 µM; in the data active means inhibition above about 22%;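 further: 0% = plate median of test compound wells and 100% = cytotoxic reference compound wells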
# aSyn UTR inh = MLPCN primary screen, SNCA 5' untranslated region | alpha-synuclein 5'UTR reporter, inhibitor activity | inhibition, % (tested at 7.5 µM) | 300,000 tested, 0.82% active; in the data active means inhibition above about 60%; inconclusive means no clear call, values can overlap the other calls;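 further: H4 neuroglioblastoma cells stably carrying SNCA 5'UTR luciferase fusion; 0% = DMSO wells and 100% = positive control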
# AI-2 QS mod = modulators of Vibrio harveyi AI-2 quorum sensing system; AID 2094; activity change, % at 7.5 µM; Vibrio harveyi JMH597 AI-2 luminescence/OD600 ratio, 9 h; active compounds read low; strain lacks LuxN and CqsS sensors; 0 = neutral-control median; 300,000 tested, 0.4% active; in the data active means activity change below about -75%, passing the limit was not always enough; inconclusive means no clear call, values can overlap the other calls;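 further: luminescence divided by OD600 gain over 9 h not by final OD600 alone; inactives centre near 13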
# Numbers without * were called inactive; ? = inconclusive; nt = no result given.
SMILES,SKKanGAS inh,KLF5 inh,HSF1 inh,Platelet DG rel,HIF act,HSP90 refold inh,HSF-1 act,IEC-6 cytotox,aSyn UTR inh,AI-2 QS mod
Cc1cc(C)cc(N2C(=O)C3CC=CCC3C2=O)c1 (stereo not given),-6,4,-1,-6,0.0,2,0,-3,26,7
O=C(O)COc1ccccc1/C=N/NC(=O)CSc1nc2ccccc2s1,0,4,4,3,0.0,7,-19,6,-2,21
CC(C)(C)Cc1nnc(NC(=O)c2ccc([N+](=O)[O-])cc2)s1,-1,-40,3,-1,nt,-1,16,-3,-77,9
CN(Cc1ccc(Cl)cc1Cl)C(=O)CN1C(=O)NC2(CCCC2)C1=O,-1,nt,4,3,0.0,nt,-9,nt,31,13
CCOC(=O)c1c(S(=O)(=O)NCC(=O)Nc2cc(C)ccc2C)c(C)n(C)c1C,6,-16,2,-8,-0.5,-4,11,-5,-1,18
COc1ccc(NC2c3ccccc3C(=O)N2Cc2ccco2)cc1OC (stereo not given),1,-9,6,2,-0.5,-4,11,-7,15,19
CC1=NN(c2ccccc2)C(=O)C1C=Nc1ccc(N(C)C)cc1 (stereo not given),-2,-51,4,-6,-0.1,6,32,-9,-44,-24
COc1ccc(S(=O)(=O)N(C)CC(=O)NCCCn2ccnc2)cc1Cl,-10,-7,0,-13,0.6,-1,17,-1,2,4
NS(=O)(=O)c1cccc(NC(=O)Cn2cc(C(F)(F)F)cc(Cl)c2=O)c1,-7,20,-5,-3,0.0,0,1,6,-4,-9
Cc1occc1-c1nnc(SCC(N)=O)o1,1,-37,2,5,-0.6,1,12,0,16,1
O=C(Nc1ccc2c(c1)OCO2)N1CCOCC1,1,-26,-2,-4,6.4,1,8,2,-84,17
Cc1ccc(CN(C(=O)c2cc(=O)c3cc(Cl)c(C)cc3o2)C2CCS(=O)(=O)C2)cc1 (stereo not given),-11,-31,-3,-22,-0.3,3,20,8,25,5
CN1CCN(c2ccc(NC(=O)c3ccc(Cl)cc3)cn2)CC1,1,-21,-6,-4,1.9,5,-14,4,-44,22
CCOc1ccc(NC(=O)C2CCCN2S(=O)(=O)c2ccc(OCC)cc2)cc1 (stereo not given),-1,0,2,-8,1.5,5,-4,6,5,7
Brc1ccc(CSc2ccc3nnc(-c4cccnc4)n3n2)cc1,12,-17,6,-4,0.7,0,37,1,16,8
COC(=O)NNC(=O)C(C)Oc1ccc(Cl)cc1Cl (stereo not given),-2,-14,0,-7,-0.2,4,-5,1,-1,3
N#CC1=C(N)Oc2n[nH]c(-c3ccccn3)c2C1c1c(F)cccc1Cl (stereo not given),-8,9,11,-5,0.2,-2,1,2,21,1
Cc1cc(/C=C2/SC(=O)N(CC(=O)N3CCCC3)C2=O)ccc1N1CCOCC1,12,-27,5,-3,0.8,-5,32,-7,-30,18
Nc1cc(Cl)ccc1N1CCCC1,-6,-31,-4,21,-1.2,0,-3,-1,-2,17
CC(C)N1CCC(=NNC(=O)c2ccccc2[N+](=O)[O-])CC1,-4,-25,-9,14,-0.1,0,-10,3,13,5
CC(C)c1cc(C(=O)NC2CCCc3c2cnn3-c2ccccc2F)no1 (stereo not given),1,30,-2,-3,-1.7,0,-4,4,42,-3
CC(C)c1nnc(NC(=O)c2c(O)c3cccc4c3n(c2=O)CCC4)s1,90*,-5,9,-19,0.2,-5,22,2,-11,20
C/C(=N\NC(=O)c1cccc(C)c1O)c1ccc(NC(=O)Cc2ccccc2)cc1,18,-164,6,16,2.5,0,18,2,-74,6
COc1cccc(OC)c1OCCCCCc1c(C)n[nH]c1C,45,-4,0,3,0.2,-1,-1,1,9,28
Cc1cc(C)nc(SC(C(=O)O)c2ccccc2)n1 (stereo not given),-5,-21,-12,11,0.2,-1,-11,5,2,18
COc1ccc(-n2nc3c(N4CCC(C(=O)NCc5ccccc5)CC4)nnc(C)c3c2C)cc1,-6,-1,1,0,0.8,-8,-4,-6,-11,27
COc1ccc(/C(C)=N/NC(=O)CCC(=O)Nc2ccc(Cl)cc2Cl)c(OC)c1,-3,-5,-6,2,0.0,2,2,-6,3,1
C/C(=N\NC(=O)c1cc2ccccc2cc1O)c1cccs1,71*,-25,37,6,2.3,22*,41,5,19,-2
CC(=O)CC(C)=NCCN=C(C)CC(C)=O,5,-34,-2,22,-0.2,1,1,-4,11,13
CC(=O)c1cccc(Nc2nc(=O)c3cccnc3s2)c1,1,-32,-2,13,0.9,6,-6,0,-8,22
Cc1cc(C(=O)CSc2nc3ccccc3c(=O)n2C)c(C)n1CC1CCCO1 (stereo not given),10,19,1,2,-0.1,-2,0,9,-1,18
O=C(CSc1ccccc1C(=O)NCc1ccccc1)NC1CCCCCCC1,5,4,8,11,-0.4,4,32,1,-29,27
Cc1ccc(NC(=O)c2cccc(S(=O)(=O)N3CCN(C)CC3)c2)cc1F,11,-22,2,4,0.1,4,9,-4,7,28
COc1ccc(N2C(=O)[C@H]3[C@@H](C2=O)C2c4ccccc4C=NN2[C@H]3C(=O)C(C)(C)C)cc1 (stereo not given in full),-1,8,-5,2,-0.6,2,-8,8,3,nt
COc1ccccc1C(=O)NCCC(=O)Nc1ccc(C)cn1,-3,-18,1,2,0.5,-3,2,-6,14,11
Cc1cc(C)c(NC(=O)Nc2ccccc2)c(Cl)c1,-9,-29,6,0,0.2,-2,14,-6,-7,21
Cc1c(Cl)cn2c(=O)cc(CN3CCN(c4ccc(F)cc4)CC3)nc2c1Cl,0,-8,-4,-2,-1.0,2,2,-4,3,12
CC(=O)c1ccc(N(CC(=O)NCc2ccc3c(c2)OCO3)C(=O)c2csnn2)cc1,1,-18,-4,4,1.6,1,2,-3,-35,2
COC(=O)/C(C#N)=C/c1c(Oc2cc(C)cc(C)c2)nc2c(C)cccn2c1=O,1,1,4,-5,-0.1,4,38,-1,-20,21
CCCCNC(=O)CSc1nc2ccccc2c(=O)n1Cc1ccc2c(c1)OCO2,2,11,-5,11,-1.1,-1,-5,3,9,2
CC1CCC(C(C)C)C2=C1C(C#N)(C#N)C(C#N)(C#N)C(c1ccccc1)N2 (stereo not given),21,-7,-1,13,0.3,-3,7,-1,15,12
O=C(c1ccco1)N1CCN(C(=O)C2CC(c3ccc(Cl)cc3)=NO2)CC1 (stereo not given),-4,3,1,-3,0.7,-2,-16,-3,-7,31
COCCn1c(SCC(=O)Nc2cc(C)cc(C)c2)nnc1C(C)C,0,-12,-4,0,-0.4,1,5,0,11,11
CS(=O)(=O)NN1C(=O)c2ccccc2NC1c1c[nH]c2ccccc12 (stereo not given),-3,11,-4,-1,-0.1,-2,15,2,8,32
Cc1ccccc1CC(=O)NC1CCN(C)CC1,-1,-26,-10,-2,-0.7,-3,-14,-5,-3,7
Nc1ccn(Cc2cccc(Cl)c2)n1,-2,-26,5,1,0.3,-5,3,2,12,15
Cc1ccc(S(=O)(=O)N2CCCCC2)cc1NC(=O)CNCc1ccco1,-2,-14,-1,-1,-0.4,0,4,-2,21,45
Cc1ccc2nc(/C(C#N)=C/c3cn[nH]c3-c3ccc(F)cc3)[nH]c2c1,14,9,-4,?,4.8,1,0,16,-175,19
O=C(COc1ccc2c(c1)CCC2)N1CCN(c2ccc(F)cc2)CC1,-1,-15,-6,10,-0.6,1,5,3,6,14
CCOc1ccc(-c2c(C)n([O-])c3c([n+]2=O)CCCCC3)cc1,-3,-26,-8,8,0.6,0,-7,-6,-5,6
COc1ccc(C2=NS(=O)(=O)N(C)C(C(=O)N3CCCCC3)=C2)cc1OC,4,-13,-2,1,0.0,-2,-17,5,-8,29
CC(=O)Nc1ccc(S(=O)(=O)N2CCN(C(=O)Cc3ccccc3)CC2)cc1,-4,3,-2,7,-0.6,3,4,2,-19,9
CCCCN(CC)C(=O)CSc1nc2ccccc2c(=O)n1CC1COc2ccccc2O1 (stereo not given),32,-17,12,2,-0.3,1,48,4,-2,8
Cc1ccc(NC(=O)C2CCN(C(=O)c3ccco3)CC2)cc1,1,-7,-6,-4,-0.1,-6,-9,-5,-14,19
CCc1nc(NCCCN2CCOCC2)c2oc3ccccc3c2n1,6,-18,-1,3,-1.9,1,8,1,7,17
COc1ccc(CC(=O)NCc2ccc3c(c2)cc(C)n3C)cc1OC,-1,-20,11,12,-0.8,-1,6,-2,30,35
CC1=NOC(=O)/C1=C\c1ccc(-c2ccc(Br)cc2)o1,20,11,10,3,1.8,-1,3,-6,-39,16
C=CCSc1nc2ccccc2n1Cc1nnc(-c2cccs2)o1,5,-3,-6,-1,-0.1,4,13,8,12,-4
COc1ccc(CCC(=O)Nc2nnc(C(F)(F)F)s2)cc1,4,-52,-8,-7,-0.5,-1,4,2,3,11
CCOC(=O)c1ccc(NC(=O)C2CCCN(S(=O)(=O)c3cnc[nH]3)C2)cc1 (stereo not given),-3,-22,10,1,nt,-1,12,2,-8,6
# (next part)
SMILES,SKKanGAS inh,KLF5 inh,HSF1 inh,Platelet DG rel,HIF act,HSP90 refold inh,HSF-1 act,IEC-6 cytotox,aSyn UTR inh,AI-2 QS mod
CC1Cc2nc(SCC(=O)NCc3ccco3)n(-c3ccccc3)c(=O)c2S1 (stereo not given),1,-11,1,1,-0.2,-2,-14,0,4,25
CC(NC(=O)COC(=O)/C=C/c1cccc(C(F)(F)F)c1)c1ccccc1 (stereo not given),5,-2,-6,1,0.2,-1,5,-1,6,-7
COc1ccc(C(=O)NCC(=O)N=Nc2c(O)n(Cc3ccccc3)c3ccccc23)cc1OC,0,2,11,3,-0.1,-3,3,0,24,28
O=C(NNc1cccc(Cl)n1)Nc1cccc(Cl)c1,7,-4,-9,2,-0.5,1,-5,3,9,14
CCOC(=O)c1c(S(=O)(=O)NCC(=O)N2CCN(c3cccc(OC)c3)CC2)c(C)n(C)c1C,-3,-29,6,-1,0.2,-6,28,-6,-17,12
COc1ccc(S(=O)(=O)N2CCOCC2)cc1NC(=O)c1ccc(-n2nc(C)cc2C)cc1,7,-15,-8,5,-0.2,-1,6,11,10,11
CCC(C)NC(=O)CC(c1ccc(OC)cc1)n1cccc1 (stereo not given),-8,-26,-4,-8,0.4,0,3,-5,3,12
Cn1c(=O)oc2cc(S(=O)(=O)CCC(=O)N3CCN(c4ccccc4F)CC3)ccc21,-7,7,-1,-8,-0.5,-3,9,-2,-1,15
Cc1ccc2cc(NC(=O)c3ccccc3)ccc2n1,-1,-105,24,5,3.1,18*,38,5,-85,16
Cc1cccc(-n2c(Cc3cc(=O)[nH]c(=O)[nH]3)nnc2SCC(=O)N2CCc3ccccc32)c1,2,-9,3,14,0.6,2,-5,-1,6,20
Cc1ccccc1N1C(S)=C(C#N)C(=O)NC12CCCCC2,-3,-22,-8,-4,nt,3,-16,3,11,33

# Screening results deposited in PubChem by several laboratories.
